# Epigenetic derep: Quantitative High-Throughput Screen for Regulators of Epigenetic Control; AID 1865, 2009; hit rate 0.2% among 280,000; Potency, µM (top dose mostly 53.9 µM), without a hit: at the highest dose GFP activation, actives largely listed as activators; murine LDR cells, GFP reporter derepression, 30 h; note: potency is the fitted concentration of half-maximal effect; % of control where 0% means no effect; nearly all actives have a fitted effect of over 60% in size
#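 Murine LDR cells carrying a silenced, genomically integrated CMV-driven GFP reporter were exposed to compound for 30 hours at 37 C. After PBS washes, GFP-positive cells (20–120 um objects) were counted by laser-scanning microplate cytometry.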
# IMPase Li cell: qHTS Assay for Identifying the Cell-Membrane Permeable IMPase Inhibitors: Potentiation with Lithium; Potency, µM (titrated, usually from 59.4 µM), without a hit: top-dose activity, negative = IMPase inhibition, hits mostly inhibitors; hit rate 0.35% among 210,000; AID 1457, 2008; CHO-M1 cells, IP1 TR-FRET (IP-One), carbachol + lithium;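 note: IP1 builds up when IMPase is blocked and the TR-FRET signal falls; potency is the fitted concentration of half-maximal effect; plate controls were basal vehicle for no effect and high inhibitor control for full effect; nearly all actives have a fitted effect of over 50% in size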
#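 CHO-M1, 2000 cells/well, 16–30 h culture; cpd + low Li+, 30 min 37C; lysis with d2-IP1/Eu-anti-IP1 Ab, 10 min RT; TR-FRET 665/620 ratio and 620 channel; AC50 via Hill.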
# aGal spleen mod: qHTS Assay for Inhibitors and Activators of Human alpha-Galactosidase From Spleen Homogenate; Alpha-galactosidase A (Homo sapiens), P06280; human spleen homogenate, 4MU-alpha-Gal fluorescence, 40 min; Potency, µM (highest dose often 80 µM), for the others: top-dose activity change, negative = inhibition, actives largely listed as inhibitors; hit rate 0.008% among 240,000;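 note: potency is the fitted concentration of half-maximal effect; 0% = enzyme with vehicle and -100% = no enzyme basal signal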
# Target sequence (P06280 32-429 limits assumed): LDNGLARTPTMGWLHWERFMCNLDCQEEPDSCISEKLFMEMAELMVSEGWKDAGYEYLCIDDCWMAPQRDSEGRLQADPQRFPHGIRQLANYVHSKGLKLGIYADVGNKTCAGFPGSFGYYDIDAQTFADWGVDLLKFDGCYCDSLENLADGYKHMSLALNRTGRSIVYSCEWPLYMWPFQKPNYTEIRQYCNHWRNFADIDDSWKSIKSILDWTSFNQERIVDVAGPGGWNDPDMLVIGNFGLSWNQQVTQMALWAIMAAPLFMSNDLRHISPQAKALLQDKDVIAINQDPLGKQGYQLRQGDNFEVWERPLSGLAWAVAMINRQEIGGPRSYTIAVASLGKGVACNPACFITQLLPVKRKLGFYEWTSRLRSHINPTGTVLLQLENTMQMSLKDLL
#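 Spleen homogenate 1 ug + cpd (titration) + 4-MU-alpha-D-galactopyranoside 1 mM; 37C 40 min; 50 mM citrate/phosphate pH 5.0, 0.01% Tween-20; stop pH 10; fluorescence 365/440; AC50 via Hill.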
# Luc counter: Counterscreen for Luciferase (Kinase-Glo TM) Inhibition; Luciferin 4-monooxygenase (Photuris pensylvanica), Q27757; AID 1379, 2008; Potency, µM (doses to about 38.3 µM), for inactives: at the top dose activity change, negative = inhibition, actives largely listed as inhibitors; Kinase-Glo luciferase, ATP luminescence, 8 min; hit rate 0.28% among 200,000; note: potency is the fitted concentration of half-maximal effect; % is set by controls: 0 for no effect and ±100 for the full control effect; nearly all actives have a fitted effect of over 60% in size
#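 Inhibition of Kinase-Glo luciferase light generation was assessed at 10 uM ATP in pH 7.2 imidazole buffer, with luminescence measured after eight minutes at ambient temperature.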
# Lamin A splicing: qHTS Assay for Modulators of Lamin A Splicing; Potency, µM (top dose mostly 46.1 µM), for inactives: at the highest dose ratio change, negative = inhibition, actives largely listed as inhibitors; HeLa LMNA splicing GFP/RFP minigene ratio, 48 h; hit rate 0.01% among 200,000; active = well fitted inhibition curve with a large enough effect in the signal ratio, with a control signal flat, not every such curve was filed as active; inconclusive = small, poorly fitted or top-dose-only effect, or effect the other way, or a change in a side signal; the % refers to the signal ratio; note: potency is the fitted concentration of half-maximal effect; % is set by controls: 0 for no effect and ±100 for the full control effect
#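 Read-out is the ratio of GFP to DsRed2 object intensity, acquired by 488 nm laser-scanning cytometry on HeLa lamin A-EGFP minigene reporter cells. Compound incubation 48 hrs at 37 °C in Opti-MEM with 2% FBS; DMSO 0.5% final.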
# CBFb RUNX1 block: qHTS Assay for Compounds Blocking the Interaction Between CBF-beta and RUNX1 for the Treatment of Acute Myeloid Leukemia; Runt-related transcription factor 1 (Homo sapiens) + Core-binding factor subunit beta …; AlphaScreen CBFb-His/RUNX1-biotin binding, biochemical; Potency, µM (titrated, usually from 59.8 µM), for the others: top-dose activity, negative = inhibition, actives largely listed as inhibitors; 230,000 tested, under 10 active; note: % of control where 0% means no effect
# Target sequence (Q01196 whole entry, looked up): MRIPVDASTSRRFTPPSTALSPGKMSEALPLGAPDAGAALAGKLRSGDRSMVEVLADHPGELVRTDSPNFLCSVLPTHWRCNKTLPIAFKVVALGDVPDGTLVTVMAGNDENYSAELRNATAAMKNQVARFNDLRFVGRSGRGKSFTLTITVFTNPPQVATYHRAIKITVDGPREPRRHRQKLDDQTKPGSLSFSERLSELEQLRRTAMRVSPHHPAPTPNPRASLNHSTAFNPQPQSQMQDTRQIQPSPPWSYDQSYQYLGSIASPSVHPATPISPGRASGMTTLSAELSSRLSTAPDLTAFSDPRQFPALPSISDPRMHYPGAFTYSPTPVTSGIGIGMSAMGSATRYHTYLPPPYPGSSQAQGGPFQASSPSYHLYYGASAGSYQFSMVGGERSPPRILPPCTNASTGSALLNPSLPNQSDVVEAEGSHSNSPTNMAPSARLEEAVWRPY
# Target sequence (Q13951 whole entry, looked up): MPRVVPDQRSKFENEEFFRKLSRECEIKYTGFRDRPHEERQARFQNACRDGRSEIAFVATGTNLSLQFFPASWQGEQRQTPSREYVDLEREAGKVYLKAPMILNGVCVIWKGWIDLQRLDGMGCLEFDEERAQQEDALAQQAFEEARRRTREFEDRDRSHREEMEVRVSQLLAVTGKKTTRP
#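 Interaction loss through any mechanism counts as activity. Pre-formed complex of His-CBF-beta and biotin-RUNX1 (30 nM apiece) is incubated with compound 15 min, then with 50 ng nickel and 50 ng streptavidin beads for 90 min before AlphaScreen detection.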
# NPSR antag: qHTS Assay for Antagonists of the Neuropeptide S Receptor: cAMP Signal Transduction; hit rate 1% among 220,000; CHO-NPSR cells, cAMP TR-FRET, antagonist mode; AID 1461, 2008; Potency, µM (doses to about 38.3 µM), for the others: at the top dose activity change, negative = inhibition, actives largely listed as inhibitors; note: potency is the fitted concentration of half-maximal effect; % is set by controls: 0 for no effect and ±100 for the full control effect; nearly all actives have a fitted effect of over 50% in size; many of its hits are not listed in these tables
# The depositor's hits bear a star; ? = inconclusive; . = no result given; & = joins results of further samples; [ ] = dose if it differs, or a comment. Unless noted, calls come from the whole dose curve; as a rule, active = well fitted curve in the direction sought with a large enough effect; inconclusive = small, poorly fitted or top-dose-only effect, or another doubt; inactive = no such curve, though single readings can be large; an effect the other way counts as inactive or inconclusive. An excerpt; the hit share may differ from the screen's.
SMILES,Epigenetic derep,IMPase Li cell,aGal spleen mod,Luc counter,Lamin A splicing,CBFb RUNX1 block,NPSR antag
C=CCN(CC=C)c1nc2ccccc2nc1C(C#N)C(=O)OC(C)C (centres undefined),1.2%,15%,?,-2%,0%,12%,?
O=C(NCc1ccc(F)cc1)C1CCCN1C(=O)NCc1ccccc1 (centres undefined),-0.4%,.,4%,.,-2%,0%,2%[46.1 µM]
CCOC(=O)CSC1=N/C(=C\c2ccc(OC)c(OC)c2)C(=O)N1C,-0.9%,-5%,1%,1%,-9%,0%,-7%
Cc1ccc(S(=O)(=O)CCc2nc3ccccc3n2CCC#N)cc1,0.0%,1%[38.3 µM],6%,-1%,?,2%,-4%[46.1 µM]
Cc1cc(C)c2nc(Nc3nc(-c4ccccc4)cc(=O)[nH]3)nc(C)c2c1,3.1%,.,1%,.,.,-7%,-3%
Cc1cc(C)n(C(=O)c2ccc(S(=O)(=O)NCC3CCCO3)cc2)n1 (centres undefined),0.0%,16%[38.3 µM],10%,2%,-9%,12%,-16%[46.1 µM]
CCCCC(=O)NC(=S)Nc1cccc(NC(=O)c2ccco2)c1,0.0%,4%,-2%,4%,?,-5%,2%
Cc1cccc(NC(=S)N(CCN2CCOCC2)Cc2cc3cc4c(cc3[nH]c2=O)OCO4)c1,9.0%,5%,2%,0%,?,3%,29%
COC(c1ccccc1)c1nnc(CCC(=O)N2CCCCCCC2)o1 (centres undefined),0.1%,6%,4%,2%,.,1%,-7%
Cc1cc(=O)[nH]c(SCc2nc3ccc([N+](=O)[O-])cc3[nH]2)n1,0.0%,-7%,-5%,-1%,0%,?,11%
CC1CCN(C(=O)CCc2ccc(S(=O)(=O)NC(C)(C)C)cc2)CC1,3.1%,24%[38.3 µM],-3%,15%,12%,2%,-4%[46.1 µM]
C/C(=N\NC(=S)NCC(C)(C)C)c1cc(F)cc(F)c1O,1.1%,.,8%,.,?,4%,43%
CCCCOc1ccc(-c2c(C#N)c(N)[nH]c(=S)c2C#N)cc1,3.7%,.,-8%,.,.,-16%,-22%
CN(C)c1nn(C(=O)Nc2ccc(Cl)cc2Cl)cc1-c1ccccc1,-1.7%,0%[38.3 µM],5%,-4%,1%,-2%,13%[46.1 µM]
Cc1ccc(C(=O)n2ncn(C)c2=S)cc1,-1.5%,-1%,3%,3%,-26%[46 µM],9%,27%
CCn1c(-c2ccccc2Cl)nn(CC(=O)Nc2cc(Cl)ccc2Cl)c1=S,-1.1%,15%[38.3 µM],9%,2%,-16%,6%,-29%[46.1 µM]
CC1NC(C(=O)O)Cc2c1[nH]c1ccccc21 (centres undefined),1.1%,1%,-12%,.,.,-5%,.
Fc1ccc(SCCc2ccncc2)cc1,0.0%&-1.2%,0%&18%[38.3 µM],0%&-7%,-5%&-4%,15%&4%,3%&0%,-4%&-13%[46.1 µM]
COC(=O)c1ccccc1NC(=O)c1c(O)c2cccc3c2n(c1=O)CCC3,0.5%,-4%[38.3 µM],-9%,1%,?,9%,-12%[46.1 µM]
O=C(O)CCSCCCN1C(=O)c2cccc3cccc(c23)C1=O,1.1%,-7%,4%,0%,4%[46 µM],-5%,3%
COC(=O)C1=C(C)N(Cc2ccco2)C(=O)N[C@@H]1c1ccco1,.,-2%,4%[17.5 µM],1%[7.66 µM],2%[9.22 µM],9%[13.1 µM],.
CC(=O)NS(=O)(=O)c1ccc(NC(=O)c2cc(-c3ccc(C)c(C)c3)nc3ccccc23)cc1,-2.3%,-2%[38.3 µM],5%,-1%,20%,-2%,?
COc1ccc(C(=O)O/N=C/c2c(C(F)(F)F)nn(C)c2SCc2ccccc2Cl)cc1,-1.4%,18%[38.3 µM],3%,-5%,-18%,-4%,-17%[46.1 µM]
CCc1ccc(Nc2ncc3c(n2)CC(C)(C)CC3=O)cc1,0.1%,.,2%,.,.,2%,-35%
CCOc1ccc(-n2c(SCc3ccc([N+](=O)[O-])cc3)nnc2-c2ccccc2)cc1,2.3%,15%,2%,4%,?,?,?
Cc1nn(-c2ccc(F)cc2)c(Cl)c1/C=N/NC(=O)c1cccc(S(=O)(=O)N2CCCC2)c1,1.5%,6%,3%,1%,-6%,12%,-3%
CCOC(=O)N1c2ccccc2C=CC1OCC (centres undefined),2.1%,4%,10%,-2%,?,10%,6%
O=C(O)c1ccc(N/N=C2/CCCc3ccccc32)cc1,-3.9%,.,5%,.,.,-8%,11%
Cc1cccc(OCc2nnc(SCC(=O)N3CC(=O)Nc4ccccc43)o2)c1,0.0%,-4%,3%,.,.,-8%,0%
COC(=O)c1cc(NC(=O)c2nccnc2C(=O)O)cc(C(=O)OC)c1,-2.7%,-2%[38.3 µM],3%,-3%,0%,-6%,-1%[46.1 µM]

# Single values from the list.
# Epigenetic derep, `COc1ccc(C(=O)O/N=C/c2c(C(F)(F)F)nn(C)c2SCc2ccccc2Cl)cc1` = -1.4%
# CBFb RUNX1 block, `CCc1ccc(Nc2ncc3c(n2)CC(C)(C)CC3=O)cc1` = 2%
# NPSR antag, `O=C(O)c1ccc(N/N=C2/CCCc3ccccc32)cc1` = 11%

# Other entries.
SMILES,Epigenetic derep,IMPase Li cell,aGal spleen mod,Luc counter,Lamin A splicing,CBFb RUNX1 block,NPSR antag
O=C(O)c1cc(N2C(=O)C3CC=CCC3C2=O)ccc1NCc1cccnc1 (centres undefined),0.0%,-2%[38.3 µM],-1%,1%,13%,1%,-3%[46.1 µM]
O=C1c2ccccc2NC(c2cccs2)N1NS(=O)(=O)c1ccccc1 (centres undefined),0.5%,0%,13%,-1%,-7%[46 µM],2%,-22%
CC1=C(C#N)C(c2cccnc2)C2=C(N1)c1ccccc1C2=O (centres undefined),3.6%,12%,-1%,0%,-2%[46 µM],-4%,-17%
O=C(NCC(=O)N(Cc1cccs1)C(C(=O)NC1CCCCC1)c1ccco1)c1ccco1 (centres undefined),3.1%,12%,?,3%,4%,-2%,0%
CCCN1C(=O)c2ccc(C(=O)Nc3nccs3)cc2C1=O,0.9%,16%[38.3 µM],2%,0%,1%,?,12%[46.1 µM]
Cc1cc(C(=O)C(=O)N(C)C)c(C)n1-c1ccc([N+](=O)[O-])cc1,-1.0%,-6%,4%,2%,-7%,3%,-7%[46.1 µM]
CC1=NN(c2ccc(C)c(C)c2)C(=O)C1C(c1cccc(O)c1)C1C(=O)N(c2ccc(C)c(C)c2)N=C1C (centres undefined),1.9%,-5%[38.3 µM],-4%,0%,11%,-24%,-1%[46.1 µM]
CC1CN(c2ccc(NC(=S)Nc3ccc(N4CC(C)OC(C)C4)cc3)cc2)CC(C)O1 (centres undefined),-5.2%,.,5%,.,.,-25%,-6%
O=C(O)CCC(=O)N(Cc1cccs1)Cc1cccs1,0.0%,9%[38.3 µM],-3%,0%,-8%,-6%,7%[46.1 µM]
Cc1nnc(NC(=O)c2ccc(S(=O)(=O)N(C)Cc3ccccc3)cc2)o1,0.0%,-8%[38.3 µM],-1%,-2%,?,-2%,-2%[46.1 µM]
CCOc1ccc(CCN2CN(C3CCCCC3)CNC2=S)cc1OCC,0.1%,.,-3%,.,.,2%,-25%
O=C(O)CNS(=O)(=O)c1cccc2nsnc12,0.0%,27%[38.3 µM],4%,1%,0%,2%,-6%[46.1 µM]
Cc1ccnc2nc(C(=O)NCc3ccccc3)nn12,5.8%,1%,1%,-3%,-21%[46 µM],-16%,13%
Cn1ccnc1SCC(=O)Nc1ccc2nc(SCC(=O)NC3CC3)sc2c1,3.7%,23%[38.3 µM],-5%,-8%,-24%,-2%,-6%[46.1 µM]
Cn1c(=O)oc2cc(S(=O)(=O)NCCc3ccccc3)ccc21,-2.4%,5%[38.3 µM],6%,-2%,1%,3%,-7%[7.67 µM]
CC1CCCCN1C(=O)/C(=C\c1ccccc1)c1ccccc1 (centres undefined),-0.2%,4%[38.3 µM],8%,1%,6%,1%,-21%[46.1 µM]
CNS(=O)(=O)c1cc(OC)c(OC)cc1CC(=O)OC,1.6%,3%,-1%,0%,.,3%,14%
O=C(N/C(=C\c1ccc(Br)cc1)c1nc2ccccc2[nH]1)c1ccco1,3.4%,26%[38.3 µM],7%,4%,15%,2%,-5%[46.1 µM]
CCOc1ccc(NC(=O)N2CCC(C(N)=O)(N3CCCCC3)CC2)cc1,1.9%&-1.1%,-3%[38.3 µM],4%,0%,5%,8%,1%[46.1 µM]
CCSc1c(-c2ccccc2)nc2c(C)cccc2c1C(=O)O,-1.0%,3%[38.3 µM],-9%,1%,-4%,1%,-4%[46.1 µM]
O=C1/C(=C/c2ccncc2)SC(=S)N1N1CCOCC1,-2.2%,.,4%,.,.,-1%,6%
O=C(O)c1ccccc1/C=N/Nc1ccc(S(=O)(=O)N2CCOCC2)cc1[N+](=O)[O-],1.3%,.,-2%,.,.,-11%,-37%
COc1ccc(OCCCC(=O)NCc2ccco2)cc1,-1.1%,1%,-1%,2%,-8%,3%,-4%[46.1 µM]
Cn1cc(CN2CCC[C@H]2CO)c(-c2cccc(Cl)c2)n1,1.1%,3%,3%,1%,?,3%,-16%
c1ccc2c(COn3nnc4ccccc43)cccc2c1,-2.5%,28%[38.3 µM],-4%,3%,-8%,16%,-26%[46.1 µM]
O=C(NCc1cccs1)C(=O)NCC(c1ccco1)N1CCN(c2ccc(F)cc2)CC1 (centres undefined),0.6%,5%,2%,5%,?,?,-26%
Cn1ncc([N+](=O)[O-])c1C(=O)N/N=C/c1cccc([N+](=O)[O-])c1,0.0%,0%,-2%,2%,.,4%,0%
Oc1ccc(/C=N/Nc2nc(-c3ccc(Cl)cc3)cc(C(F)(F)F)n2)cc1,-3.2%,1%,-10%,3%,?,-12%,-49%
CC(C)C(=O)NC(=S)Nc1ccc(S(=O)(=O)NC(C)(C)C)cc1,-1.0%,50%[activator][38.3 µM],2%,17%,-9%,-10%,-16%[46.1 µM]
CNc1nc(OCCNC(=O)Nc2ccccc2)nc(N2CCOCC2)n1,1.4%,6%[38.3 µM],-2%,-3%,9%,2%,1%[46.1 µM]
